MITF inh: inhibitors of human MITF; AlphaScreen MITF homodimerization, bead proximity signal; inhibition, % at 2.6 µM; hit rate 0.91% among 650,000; AID 1259374; in the data active means inhibition above about 50%;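 further: 0% = vehicle wells with protein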
TEAD-YAP inh: TEAD-YAP interaction inhibition; AID 1259422; hit rate 1.4% among 640,000; HEK-TIYL cells, TEAD-Gal4/YAP UAS-luciferase luminescence; inhibition, % at 9.12 µM; in the data active means inhibition above about 32%;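 further: 0% = median of test compound wells and 100% = reference inhibitor wells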
GPR151 ag: human GPR151 activation | hit rate 1% among 650,000 | activation, % at 11.2 µM | Q8TDV0 | PathHunter beta-arrestin GPR151 cells, luminescence; in the data active means activation above about 4.9%;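 further: 0% = median of compound wells and 100% = cells with positive control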
Target sequence (Q8TDV0 whole entry, looked up): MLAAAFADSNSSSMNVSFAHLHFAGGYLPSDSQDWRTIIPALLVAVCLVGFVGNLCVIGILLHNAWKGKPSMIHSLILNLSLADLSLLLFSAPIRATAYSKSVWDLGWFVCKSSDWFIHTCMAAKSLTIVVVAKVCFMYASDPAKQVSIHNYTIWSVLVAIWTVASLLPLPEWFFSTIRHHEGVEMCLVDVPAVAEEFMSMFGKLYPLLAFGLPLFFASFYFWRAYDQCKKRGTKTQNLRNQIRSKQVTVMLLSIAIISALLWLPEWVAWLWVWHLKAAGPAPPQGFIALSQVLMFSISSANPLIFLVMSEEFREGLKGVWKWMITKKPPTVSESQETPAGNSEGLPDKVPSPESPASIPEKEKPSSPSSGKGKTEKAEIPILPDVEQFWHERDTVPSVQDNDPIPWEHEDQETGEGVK
FBW7 activator: activators of human E3 ligase FBW7. AlphaScreen FBW7–phospho-cyclin E peptide binding, activator screen. normalized activity (activation), % at 26.1 µM. Q969H0. hit rate 0.13% among 650,000; in the data active means normalized activity above about 1.9%;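 further: purified mutant Fbw7 with reduced substrate affinity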
Target sequence (Q969H0 whole entry, looked up): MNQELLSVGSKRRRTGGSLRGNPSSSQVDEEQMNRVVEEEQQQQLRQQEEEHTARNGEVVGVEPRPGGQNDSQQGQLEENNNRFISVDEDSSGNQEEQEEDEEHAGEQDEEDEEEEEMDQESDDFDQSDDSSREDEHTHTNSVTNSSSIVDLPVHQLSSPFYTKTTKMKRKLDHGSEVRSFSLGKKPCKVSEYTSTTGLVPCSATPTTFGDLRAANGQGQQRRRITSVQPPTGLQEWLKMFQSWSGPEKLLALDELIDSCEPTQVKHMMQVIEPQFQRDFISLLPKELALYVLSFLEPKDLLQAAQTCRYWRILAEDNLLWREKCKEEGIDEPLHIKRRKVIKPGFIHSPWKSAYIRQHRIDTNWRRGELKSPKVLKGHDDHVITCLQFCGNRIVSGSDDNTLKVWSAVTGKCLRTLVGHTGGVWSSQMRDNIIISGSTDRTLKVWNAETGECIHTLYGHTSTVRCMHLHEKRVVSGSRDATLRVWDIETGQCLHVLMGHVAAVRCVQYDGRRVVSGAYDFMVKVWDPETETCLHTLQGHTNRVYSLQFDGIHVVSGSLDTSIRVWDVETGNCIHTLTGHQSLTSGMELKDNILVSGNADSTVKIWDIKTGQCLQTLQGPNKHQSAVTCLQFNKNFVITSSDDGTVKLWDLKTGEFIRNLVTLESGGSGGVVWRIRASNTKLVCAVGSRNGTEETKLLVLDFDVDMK
Active calls of the source: *; / = not tested or not shown; & = joins results of further samples.

Preview:
Every second line gives: MITF inh, TEAD-YAP inh, GPR151 ag, FBW7 activator
- CC12CCC(C(=O)N(c3ccccc3Br)C1=O)C2(C)C (stereo not drawn)
 : 13.1, -1.0, 0.3, -0.2
- O=C(Cc1cccc(F)c1)NCCn1nc(-c2ccco2)ccc1=O
 : 7.3, -1.9, 0.4, 0.1

Main list, repeating the preview:
Every second line gives: MITF inh, TEAD-YAP inh, GPR151 ag, FBW7 activator
- CC12CCC(C(=O)N(c3ccccc3Br)C1=O)C2(C)C (stereo not drawn)
 : 13.1, -1.0, 0.3, -0.2
- O=C(Cc1cccc(F)c1)NCCn1nc(-c2ccco2)ccc1=O
 : 7.3, -1.9, 0.4, 0.1
- COc1ccc(/C=N/NC(=O)c2ccccc2O)cc1CN1C(=O)c2ccccc2C1=O
 : -10.4, -8.6, 1.3, 0.2
- COc1ccc(C(=O)N/C(=C\c2ccc([N+](=O)[O-])cc2)C(=O)Nc2ccc(Br)cc2)cc1Br
 : 12.9, 3.9, 0.3, 0.3
- Nc1ccc2nn(-c3cc([N+](=O)[O-])ccc3O)nc2c1
 : 0.8, 2.8, 0.1, 0.4
- CC(=O)c1cccc(NC(=O)N2CC(C)OC(C)C2)c1 (stereo not drawn)
 : 21.1, 0.4, -2.0, -0.1
- COC(=O)COc1cccc2c(=O)n(CC(N)=O)ccc12
 : 4.0, 4.2, 0.0, 0.1
- CNCC[C@H](Oc1cccc2ccccc12)c1cccs1
 : -7.5&6.1&12.4, -1.8&-5.8&-2.1, 0.8&1.4&-0.7, -0.1&0.1&-0.1
- CCN(CC)C(=O)Cn1nc2c3ccccc3nc(C(C)(C)C)n2c1=O
 : 4.8, -2.8, -0.9, -0.1
- CCCCn1c(=N)c(S(=O)(=O)c2ccc(C)cc2)cc2c(=O)n3cccc(C)c3nc21
 : -0.1, 4.0, -2.4, 0.0
- Cc1oc(/C=N/NS(=O)(=O)c2ccccc2)cc1Br
 : 16.7, -8.0, 2.7, 0.4
- COc1ccc(-c2nc3sc4c(c3c(=O)[nH]2)CCCC4)cc1
 : 13.0, -21.5, -0.2, 0.2
- CCOC(=O)c1c(C)oc2ccc(OCc3ccc(F)cc3)cc12
 : -15.4, -6.4, -1.0, 0.2
- CN(C)CCCN(Cc1ccc2c(c1)OCO2)C(=O)NC1CCCCC1
 : 6.0, -1.4, 5.2*, 0.4
- Cc1cc(-c2nnc(CCC(=O)NCc3ccco3)o2)c(C)o1
 : 6.3, -0.5, -0.1, 0.0
- O=C(O)CCCC1=NS(=O)(=O)c2ccccc2N1
 : 8.4, 5.1, -1.0, 0.0
- Cc1nc(SCC(=O)Nc2ccc(Cl)cc2)n[nH]1
 : 3.6, 0.4, 0.5, -0.1
- Cc1ccc2nc(/C(C#N)=C/c3ccc(-c4ccccc4C(=O)O)o3)[nH]c2c1
 : 8.0, -6.4, 0.1, 0.0
- Cc1cc(-n2c(C)ccc2-c2ccccc2)ccc1F
 : 7.6, -18.1, -0.7, -0.1
- Cc1ccc(OCCCN(C)C)c([N+](=O)[O-])c1
 : 68.3*, -2.7, 0.3, -0.1
- CCOC(=O)c1sc(NC(=O)C(CC)Sc2nc3ccccc3o2)nc1C (stereo not drawn)
 : 11.2, 1.2, -0.4, -0.1
- CC1CCN(CCC(=O)Nc2ccc(Cl)cc2)CC1
 : 11.8, -1.5, -1.2, 0.4
- O=C(Nc1ccc2cn[nH]c2c1)c1ccc(SCC(O)c2ccc(Br)cc2)cc1 (stereo not drawn)
 : 12.2, -13.5, 0.1, 0.8
- Clc1nc(NCCN2CCOCC2)nc(N2CCCCC2)n1
 : 4.8, -5.8, -1.1, 0.0
- CCN(CC)C(=O)CSc1nc2n[nH]c(C)c2c(=N)n1-c1cc(Cl)ccc1C
 : -1.6, -28.0, 0.4, 0.0
- COc1cccc(N2CCN(C(=O)c3ccc4nc5ccccc5c(=O)n4c3)CC2)c1
 : -5.6, 1.9, -0.4, 0.0
- CC(=O)NC(=Nc1nc2ccccc2s1)NC(C)=O
 : 7.2&5.7, -44.4&-42.6, -1.6&-0.4, -0.1&0.0
- Cc1cc(NCCN2CCOCC2)nc(-c2ccc(C(=O)NC3CC3)cc2)n1
 : 11.3, 0.0, 2.7, 0.1
- Cc1ccc(Nc2nc(Cl)nc(NC3CCCCC3)n2)cc1
 : 10.1, -15.2, -0.7, 0.3
- O=C1C2CCCCC2C(=O)N1c1ccc(Br)cc1Cl (stereo not drawn)
 : 13.1, -7.1, -0.4, 0.0
- O=C(Nc1ccc2c(c1)OCO2)c1csc(NCc2ccc3c(c2)OCO3)n1
 : -2.5, -11.2, -1.0, -0.2
- CCCCCC(=O)Nc1ccc(C(=O)OCC2CCCCC2)cc1
 : 4.9, 1.2, 0.8, -0.1
- CCN1C(=O)[C@@H]2[C@H]3C(=CC[C@@H]2C1=O)C1(OCCCO1)[C@H]1O[C@H]1[C@H]3O
 : 11.4, /, 0.6, -0.2
- O=C(NCc1ccc(F)cc1)C(=O)NCC1OCCN1C(=O)c1ccc(Cl)cc1 (stereo not drawn)
 : -17.9, 11.7, -1.3, -1.5
- COc1cccc(-c2noc(N)c2C#N)c1
 : 10.9, 9.7, -1.9, 0.3
- O=C(NCc1ccc(F)cc1)N1CCCC(c2nnc(Cc3ccc(F)cc3)o2)C1 (stereo not drawn)
 : -1.7, 21.3, 0.0, -0.1
- CCOc1ccc(C(O)c2nccn2C)cc1 (stereo not drawn)
 : 17.9, 0.6, -1.6, 0.0
- COc1ccc(-n2cnc3cc(C(=O)NC4CCCCC4C)ccc32)cc1 (stereo not drawn)
 : -4.9, 21.4, 0.6, -0.1
- Cc1ccc(C(=O)NC(CC(=O)O)C(F)(F)F)cc1 (stereo not drawn)
 : 0.1, -2.6, -1.2, 0.6
- O=C(NCc1ccccc1Cl)C1CCCN1C(=O)Nc1ccc(Cl)cc1 (stereo not drawn)
 : -4.3, 3.5, 0.9, 0.9
- COc1ccc(NC(=O)c2cnn(-c3ccc(F)cc3)c2C2CCNCC2)cc1Cl
 : -8.5, 2.4, -0.1, 0.2
- COc1ccccc1NC(=O)Nc1cc(C)ccn1
 : 2.9, -36.5, -0.9, -0.1
- O=C(c1cccc(S(=O)(=O)N2CCc3ccccc32)c1)N1CCN(CCO)CC1
 : -2.6, -11.8, -0.5, -0.1
- O=[N+]([O-])c1ccc(Nc2cccc(C(F)(F)F)c2)c2nonc12
 : 1.6, -13.0, 0.3, -0.3
- OCCCNc1ncnc2c1c(-c1ccccc1)cn2-c1ccc(F)cc1
 : 3.5, -7.5, 2.3, -0.1
- COc1cc(-c2nc3s/c(=C\c4ccccc4)c(=O)n3n2)cc(OC)c1OC
 : 4.9, -2.7, 2.5, -0.1
- COc1ccc(CCNC(=O)CSc2nc3nc(C)c(Cc4cc(C)ccc4C)c(C)n3n2)cc1OC
 : -0.5, 25.9, 4.5, 0.0
- Cc1nn(C)cc1S(=O)(=O)NCCN1CCOCC1
 : 3.5, 4.7, 0.0, 0.1
- C/C(CC(=O)Nc1ccc(Cl)cc1)=N\NC(=O)c1ccccc1C
 : 14.2, -6.8, -0.8, 0.8
- CCOC(=O)C1CCN(c2c(NCCCN(C)C3CCCCC3)c(=O)c2=O)CC1
 : 9.3, 1.8, -0.8, 0.2
- CCOC(=O)C1=C(C)N=c2s/c(=C\c3cccc([N+](=O)[O-])c3)c(=O)n2C1c1ccc(N(C)C)cc1 (stereo not drawn)
 : -0.2, 3.0, 0.0, 0.0
- CCOc1ccccc1N(C)C(=O)c1cc(S(=O)(=O)NC2CCCCC2)ccc1F
 : 15.3, 5.9, 1.8, 0.2
- CSc1cccc(NS(=O)(=O)c2cc3c(cc2Cl)NC(=O)CO3)c1
 : 6.9, -5.8, 0.0, 0.0
- O=C(CSc1cc2sc3c(c2c(=O)n1-c1ccccc1)CCC3)N1CCOCC1
 : -3.8, -1.6, 1.0, -1.1
- CCN(CC)C(=O)C1CCCN(c2cc3c(cc2[N+](=O)[O-])C(=O)N(c2ccc(C)cc2)C3=O)C1 (stereo not drawn)
 : 3.3, 0.0, -1.0, 0.0
- Cc1cccc(NC(=O)c2sc(=S)n3c2[nH]c(=O)c2ccccc23)c1
 : -4.1, -7.5, -0.8, -0.1
- Cc1ccc(NCC(O)Cn2c3ccc(Cl)cc3c3cc(Cl)ccc32)c(C)c1 (stereo not drawn)
 : 1.4, 5.8, -0.2, 0.1
- NC(=O)C1CCN(CCC(=O)Nc2ccc3c(c2)CCC3)CC1
 : 3.1, 5.9, -0.3, 0.3
- O=C(CSCc1c(Cl)cccc1Cl)Nc1ccc2c(c1)C(=O)NC2=O
 : 8.4, 8.7, 1.4, -0.1
- CN(C(=O)c1ccc(S(=O)(=O)c2ccccc2Cl)c([N+](=O)[O-])c1)C1CCCCC1
 : 14.8, 9.8, -0.9, 0.0

(next part)
Every second line gives: MITF inh, TEAD-YAP inh, GPR151 ag, FBW7 activator
- CCC1=C(C(=O)OC)C(c2ccccc2OC)n2ncnc2N1 (stereo not drawn)
 : 2.4, -6.8, 0.8, -0.1
- CSC(=O)NC1(Cc2ccc(O)cc2)CCCCC1
 : 14.2, -1.3, 0.7, 0.5
- Cc1ccc2c(c1)NC(=O)c1cc(NC(=O)c3ccc(F)cc3)ccc1O2
 : 5.8, -16.1, -1.5, 0.0
- COc1ccc(-c2[nH]ncc2CNCc2ccc(OC)cc2OC)cc1
 : 9.3, 8.6, -0.7, 0.1
- N#C/C(=C(/O)c1ccc(Cl)cc1Cl)c1nc2ccccc2[nH]1
 : -4.6, -0.1, 1.4, 0.3
- Cc1c(C(=O)O)[nH]c2c([N+](=O)[O-])cccc12
 : 19.5, -1.8, -0.2, 0.0
- COC(=O)c1ccc2c(c1)N(Cc1ccncc1)C(=O)C(C)O2 (stereo not drawn)
 : 3.1, -7.9, 0.8, -0.1
- CCc1nc(C)cn1S(=O)(=O)c1ccc(Br)c(OC)c1
 : -7.9, -4.4, -0.9, 0.1
- COc1ccc(NC(=O)N(Cc2nnc3n2CCCCC3)c2ccc(F)cc2)cc1
 : -5.6, 2.9, 0.6, 0.1
- CC1CN(C)C(C)C(/C=C(/C#N)C(N)=S)C1=O (stereo not drawn)
 : -6.2, 15.2, 0.4, 0.0
- COc1ccc(-c2noc(CNC(=O)COc3ccccc3)n2)cc1
 : 10.5, 6.8, -2.8, 0.4
- Cc1ccc(CN2C(=O)c3nccnc3C2=O)cc1
 : -3.1, -2.6, -0.7, 0.1
- O=C(O)c1ccc(COc2ccccc2/C=C2\NC(=O)N(Cc3ccccc3F)C2=O)cc1
 : 2.7, -2.1, -1.1, -0.2
- CCN1/C(=C/c2sc3ccccc3[n+]2CCC(=O)O)Sc2ccccc21
 : 0.6, 10.2, 0.0, -0.1
- O=C(c1nc2sccn2c1CNC1CCCc2ccccc21)N1CCCC1 (stereo not drawn)
 : 6.4, -0.6, 1.6, 0.3
- COc1ccc(/C=C(\C#N)C(=O)Nc2ccc(C)c(C)c2)cc1
 : 9.3, -16.2, -0.1, 0.2
- O=C(CCN1C(=O)c2ccccc2C1=O)Nc1ccc(Br)cc1
 : -2.1, 11.6, 0.7, 0.4
- Cc1ccc2c(c1)N(C(=O)CCC(=O)NC(C)CCc1ccccc1)CCO2 (stereo not drawn)
 : -1.2, -3.3, 3.7, 0.0
- COc1ccc(-n2c(=O)c3c(n4c(SCC(N)=O)nnc24)-c2ccccc2CC32CCCCC2)cc1
 : 12.0, 10.7, -0.5, 0.5
- Cc1cc(C)nc(-n2nc(C(C)(C)C)cc2OCC(=O)NCc2ccco2)n1
 : -6.4, -16.1, 0.9, -0.3
- CCCNC(=O)c1ccc(-c2ccc(C(=O)N3CCN(C)CC3)cc2)s1
 : -2.1, -8.1, -1.2, 0.2
- CCN(CC)c1ccc(C=C2C(=O)N(C)C(=O)N(C)C2=O)c(OC)c1
 : 13.4, 4.2, 0.2, -0.1
- CC1(C)OC(=O)N2CCN3C(=O)OC(C)(C)C3(C)C=C21 (stereo not drawn)
 : -15.4, -1.2, -0.8, -0.2
- CC1=C(C(=O)OC(C)C)C(c2ccccc2Br)N2C(=O)CCSC2=N1 (stereo not drawn)
 : -2.0, 6.1, -0.3, -0.2
- COc1cc(CN2CCN(Cc3ccc(OC)c(C)c3C)C(CCO)C2)ccc1O (stereo not drawn)
 : -2.1, -4.9, 3.3, -0.2
- COc1ccc(-c2ccc(SCC(=O)Nc3cc(Cl)ccc3OC)nn2)cc1
 : -0.7, -9.0, -1.3, 1.0
- CCOc1ccc(/C(O)=C2/C(=O)C(=O)N(CCN(CC)CC)C2c2ccc(Cl)cc2)c(C)c1 (stereo not drawn)
 : 4.4, 1.7, 0.8, 0.0
- COc1ccc(C2C(C(=O)Nc3cc(OC)c(OC)c(OC)c3)c3ccccc3C(=O)N2c2ccc(OC)cc2)cc1 (stereo not drawn)
 : 0.0, -25.9, -1.6, 0.0
- COc1ccc(CCNC(=O)CN(C)S(=O)(=O)c2ccc3ccccc3c2)cc1
 : 18.0, 11.1, 0.3, 0.0
- COc1ccc(OC)c(NC(=O)CSc2nc3sc(C)c(C)c3c(=O)[nH]2)c1
 : -4.3, 6.1, -0.9, 0.1
- O=C(NCc1ccccc1Cl)c1cc2c(s1)CSC2
 : 8.5, -4.9, -0.7, 0.1
- O=C(Nc1nnc(CCS(=O)(=O)c2ccc(Br)cc2)s1)c1ccco1
 : 20.0, -7.0, -1.0, 0.1
- COc1cccc(/C=N/NC(=O)Cn2cnc3c(=O)n(C)c(=O)n(C)c32)c1O
 : 42.5, 5.5, 0.7, -0.4
- Cc1ccc(C)n1-c1ccc(-c2ccn(CCO)n2)cc1
 : -0.8, -3.8, -0.7, 0.0

Complete entries, looked up by structure:
Entry for `O=C(NCc1ccccc1Cl)c1cc2c(s1)CSC2` = MITF inh: 8.5; TEAD-YAP inh: -4.9; GPR151 ag: -0.7; FBW7 activator: 0.1
Entry for `Cc1ccc(C)n1-c1ccc(-c2ccn(CCO)n2)cc1` = MITF inh: -0.8; TEAD-YAP inh: -3.8; GPR151 ag: -0.7; FBW7 activator: 0.0
